EPAC2 antag: qHTS for Antagonist of cAMP-regulated guanine nucleotide exchange factor 2 (EPAC2): primary screen. AID 720708, 2013. Rap guanine nucleotide exchange factor 4 (Homo sapiens), Q8WZA2. Potency, µM (highest dose often 114 µM), for inactives: at the highest dose activity, negative = inhibition, most hits filed as inhibitors. EPAC2 GEF exchange of Rap1B-BODIPY-GDP, fluorescence. hit rate 0.18% among 360,000; note: potency is the fitted concentration of half-maximal effect; % is set by controls: 0 for no effect and ±100 for the full control effect; nearly all actives have a fitted effect of over 45% in size; many of its hits are not listed in these tables
FUS yeast rescue: qHTS for Suppressors of FUS Proteinopathy: Primary screen using FUS-linked yeast assay; S. cerevisiae FUS-expressing, growth rescue, OD600, 24 h; Potency, µM (doses to about 76.6 µM), inactives show at the top dose growth rescue (activation), most hits filed as activators; hit rate 0.24% among 390,000; AID 1347120, 2019;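 note: potency is the fitted concentration of half-maximal effect; plate controls were DMSO vehicle for no effect and reference control for full effect; nearly all actives have a fitted effect of over 55% in size; some results filed as inactive show a strong effect at the top dose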
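Galactose (2%) drives FUS expression in yeast precultured in raffinose; seeding density OD 0.005. Test compounds incubated 24hr at 30C and 99% humidity before absorbance at 600 nm was measured.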
TDP-43 yeast inh: qHTS of TDP-43 Inhibitors | AID 652104, 2013 | TDP-43 expressing yeast growth rescue, BacTiter-Glo, 24 h | hit rate 1.8% among 410,000 | Potency, µM (highest dose often 46.1 µM), without a hit: top-dose growth rescue (activation), usual class: activators; note: potency is the fitted concentration of half-maximal effect; % of control where 0% means no effect; nearly all actives have a fitted effect of over 50% in size
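Yeast expressing TDP-43 (pregrown in raffinose, seeded at OD600=0.02 in galactose medium) exposed to compounds 24 hr at 30 deg C. Growth read by BacTiter-Glo luminescence; rescue of toxicity appears as increased signal.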
EPAC2 agonist: qHTS for Agonist of cAMP-regulated guanine nucleotide exchange factor 4 (EPAC2): primary screen; Rap guanine nucleotide exchange factor 4 (Homo sapiens), Q8WZA2; EPAC2 activation, biochemical qHTS; response scale: 100% = 6.5 mM cAMP response; Potency, µM (series often up to 154 µM), for the others: at the highest dose activation, hits mostly activators; hit rate 0.079% among 360,000; AID 720711, 2013; note: potency is the fitted concentration of half-maximal effect; nearly all actives have a fitted effect of over 50% in size
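In this primary screen, activation is scored as increased exchange of BODIPY-GDP from Rap1B by 100 nM EPAC2, with 50 uM GDP as competitor. Signal is normalized to the 6.5 mM cAMP agonist control.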
Abeta yeast res: qHTS for compounds that reverse cellular toxicity of Amyloid beta (A-beta) peptide in yeast: Primary Screen. Potency, µM (series often up to 46.1 µM), inactives show at the highest dose growth rescue, most hits filed as activators. yeast expressing A-beta42, growth rescue, OD600, 48 h; response scale: 0% DMSO, 100% iron-clioquinol control. hit rate 0.063% among 410,000; note: potency is the fitted concentration of half-maximal effect; nearly all actives have a fitted effect of over 55% in size
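Yeast growth medium received pinned compounds, then yeast cells expressing toxic A-beta were added; plates incubated at 30 C for 48 hr. Growth read as absorbance at 600 nm, normalized to DMSO and equimolar FeCl3 plus clioquinol controls.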
DRD3 antagonist: qHTS of D3 Dopamine Receptor Antagonist: qHTS; hit rate 2.5% among 360,000; max response, negative = inhibition, %; D3R cells, DiscoveRx beta-arrestin luminescence, antagonist mode; stronger effect = lower value; in the data active = max response below about -50%; inconclusive = no clear call, values can overlap the other calls; note: % is set by controls: 0 for no effect and ±100 for the full control effect; mostly tested at two doses, the higher about 12 µM
Target sequence (P35462 whole entry, looked up): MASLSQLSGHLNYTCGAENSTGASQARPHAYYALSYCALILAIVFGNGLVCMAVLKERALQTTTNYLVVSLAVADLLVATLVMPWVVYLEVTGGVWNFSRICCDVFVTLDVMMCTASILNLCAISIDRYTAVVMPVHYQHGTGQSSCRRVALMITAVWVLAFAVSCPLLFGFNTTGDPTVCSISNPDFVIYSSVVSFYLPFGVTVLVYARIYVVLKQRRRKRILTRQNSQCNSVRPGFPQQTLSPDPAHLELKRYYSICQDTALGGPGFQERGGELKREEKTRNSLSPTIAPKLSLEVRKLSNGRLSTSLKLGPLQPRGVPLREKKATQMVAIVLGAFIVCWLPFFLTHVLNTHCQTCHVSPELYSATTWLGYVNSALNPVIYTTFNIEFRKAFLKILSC
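Cells expressing the human receptor were seeded at 1500 cells/well, incubated overnight at 37 degrees C in 5% CO2, then exposed to library compounds with dopamine controls for 90 minutes at 37 degrees C before luminescent detection.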
D3 ag: qHTS of D3 Dopamine Receptor Agonist: qHTS; max activation, %; D3R DiscoveRx beta-arrestin cells, luminescence, 90 min; D(3) dopamine receptor (Homo sapiens), P35462; AID 652048, 2013; hit rate 0.58% among 410,000; in the data active = max activation above about 30%; note: 0% is about no effect; mostly tested at two doses, the higher about 12 µM
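Cells at 1500/well, incubated overnight, then treated with pinned compounds (dopamine as control) for 90 min at 37 degrees C. DiscoveRx reagent added for 30 - 60 minutes at room temperature; luminescence read.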
aSyn rescue: qHTS of alpha-syn Inhibitors; Yeast expressing alpha-synuclein, growth rescue, BacTiter-Glo, 24 h; Potency, µM (highest dose often 46.1 µM), for the others: at the top dose growth rescue (activation), hits mostly activators; hit rate 0.14% among 370,000; note: potency is the fitted concentration of half-maximal effect; % of control where 0% means no effect; nearly all actives have a fitted effect of over 65% in size
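Screening used galactose-induced yeast with toxic alpha-synuclein levels, exposed to compound for 24 hr at 30 deg C. Cell growth, read with BacTiter-Glo luminescence, gave the measured signal.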
Numbers without * were called inactive; ? = inconclusive; . = no result given; [ ] = another dose, or the depositor's remark. Unless noted, calls come from the whole dose curve; as a rule, active = well fitted curve in the direction sought with a large enough effect; inconclusive = small, poorly fitted or top-dose-only effect, or another doubt; inactive = no such curve, though single readings can be large; an effect the other way counts as inactive or inconclusive.

The opening three compounds (preview)
SMILES	EPAC2 antag	FUS yeast rescue	TDP-43 yeast inh	EPAC2 agonist	Abeta yeast res	DRD3 antagonist	D3 ag	aSyn rescue
O=C(N/N=C/c1cccnc1)c1ccc(F)cc1	7%	11%	2%	12%	-8%	-10	5	-3%
CSc1ccccc1NC(=O)c1cc(S(=O)(=O)N(C)C)ccc1N1CCCC1	11%	27%	8%	0%	28%	-7	-2	-3%
COc1cccc(CNC(=O)N2CCN(S(=O)(=O)c3ccc(C)cc3)CC2)c1	-12%	-18%	14%	7%	-7%	3	0	1%

Main list, previewed entries included:
SMILES	EPAC2 antag	FUS yeast rescue	TDP-43 yeast inh	EPAC2 agonist	Abeta yeast res	DRD3 antagonist	D3 ag	aSyn rescue
O=C(N/N=C/c1cccnc1)c1ccc(F)cc1	7%	11%	2%	12%	-8%	-10	5	-3%
CSc1ccccc1NC(=O)c1cc(S(=O)(=O)N(C)C)ccc1N1CCCC1	11%	27%	8%	0%	28%	-7	-2	-3%
COc1cccc(CNC(=O)N2CCN(S(=O)(=O)c3ccc(C)cc3)CC2)c1	-12%	-18%	14%	7%	-7%	3	0	1%
C[C@H](CO)N1C[C@H](C)[C@@H](CN(C)S(C)(=O)=O)Oc2ccc(NC(=O)NC3CCCCC3)cc2C1=O	-1%	-6%	0%	3%	1%	25	17	7%
O=C(NCCCN1CCOCC1)c1ccc(NS(=O)(=O)c2ccccc2)cc1	2%	-1%	10%	3%	-10%	-14	4	-4%
O=C(Nc1cc(S(=O)(=O)N2CCOCC2)ccc1Cl)c1cc2ccccc2o1	-7%	16%	23%	0%	12%	16	4	3%
COc1ccccc1C(=O)NNC(=O)CCN1C(=O)/C(=C\c2ccccc2)SC1=S	-5%	-6%	-20%	2%	-14%	11	7	2%
COc1cccc(CC(NC(C)=O)C(=O)NC2CCN(S(=O)(=O)c3ccc(NC(C)=O)cc3)CC2)c1 (stereo unspecified)	0%	1%	-32%	10%	9%	-10	2	-5%
O=C1CN(C(=S)Nc2ccccc2Cl)CCN1	-2%	23%	-1%	2%	0%	5	45*	-1%
COc1ccc(C(CNC(=O)c2cc3c(s2)CCC(C)C3)N2CCOCC2)cc1 (stereo unspecified)	-5%	20%	0%	8%	1%	-103*	-28	9%
CC(C)Cc1ccc(S(=O)(=O)N2CCOCC2)cc1	11%	27%	-23%	-7%	-33%	-5	1	-17%
CN(Cc1ccccc1)C(=O)c1ccc2sc([C@H]3C[C@H](O)[C@@H](CO)O3)nc2c1	-1%	-18%	16%	11%	-14%	17	1	-7%

Some of the entries so far, with each value named.
COc1cccc(CNC(=O)N2CCN(S(=O)(=O)c3ccc(C)cc3)CC2)c1
  EPAC2 antag = -12%
  FUS yeast rescue = -18%
  TDP-43 yeast inh = 14%
  EPAC2 agonist = 7%
  Abeta yeast res = -7%
  DRD3 antagonist = 3
  D3 ag = 0
  aSyn rescue = 1%
COc1ccc(C(CNC(=O)c2cc3c(s2)CCC(C)C3)N2CCOCC2)cc1 (stereo unspecified)
  EPAC2 antag = -5%
  FUS yeast rescue = 20%
  TDP-43 yeast inh = 0%
  EPAC2 agonist = 8%
  Abeta yeast res = 1%
  DRD3 antagonist = -103*
  D3 ag = -28
  aSyn rescue = 9%
COc1cccc(CC(NC(C)=O)C(=O)NC2CCN(S(=O)(=O)c3ccc(NC(C)=O)cc3)CC2)c1 (stereo unspecified)
  EPAC2 antag = 0%
  FUS yeast rescue = 1%
  TDP-43 yeast inh = -32%
  EPAC2 agonist = 10%
  Abeta yeast res = 9%
  DRD3 antagonist = -10
  D3 ag = 2
  aSyn rescue = -5%
O=C1CN(C(=S)Nc2ccccc2Cl)CCN1
  EPAC2 antag = -2%
  FUS yeast rescue = 23%
  TDP-43 yeast inh = -1%
  EPAC2 agonist = 2%
  Abeta yeast res = 0%
  DRD3 antagonist = 5
  D3 ag = 45*
  aSyn rescue = -1%

New compounds follow
SMILES	EPAC2 antag	FUS yeast rescue	TDP-43 yeast inh	EPAC2 agonist	Abeta yeast res	DRD3 antagonist	D3 ag	aSyn rescue
COC(=O)c1ccccc1NC(=S)NC(NC(=O)c1ccccc1[N+](=O)[O-])C(Cl)(Cl)Cl (stereo unspecified)	-8%	44%	2%	26%	-6%	-51*	-8	-6%
CCOC(=O)C1(Cc2ccccc2C)CCCN(Cc2ccc(NC(C)=O)cc2)C1 (stereo unspecified)	0%	14%	-10%[9.22 µM]	5%	-4%	13	0	-2%
O=C(Nc1ccccc1)C1Cc2c(-c3ccco3)ccnc2O1 (stereo unspecified)	-5%	-14%	25µM*	3%	6%	22	0	?
Cc1csc(CNc2ncnc3ccc(-c4ccc5c(c4)OCO5)cc23)c1	6%	25%	.	-11%	-2%	.	.	.
O=C(Nc1nc2c(F)cccc2s1)c1ccc([N+](=O)[O-])o1	16%	-13%	5%	13%	-12%	?	-7	-1%
COc1ccc(CNC(=O)C(=O)NCC2CCCO2)cc1 (stereo unspecified)	7%	-18%	2%	-1%	1%	?	5	0%
COc1cc(/C=N/n2c(C)nnc2C)cc(OC)c1OC	4%	-9%	5%	-12%	28%	0	3	-2%
CCOc1ccc(N=C2NC(=O)/C(=C/C(=O)OC)S2)cc1	-10%	.	-24%	-12%	11%	12	-6	9%
COc1ccccc1-c1cc(C(=O)Nc2ccccc2SC)no1	-1%	32%	-6%	12%	4%	26	10	1%
O=C(NCC1CCCCC1)c1ccc2nc([C@@H]3O[C@H](CO)[C@@H](O)[C@H]3O)[nH]c2c1	3%	-7%	-3%	0%	-10%	12	-4	-1%
Cc1cc(NC(=O)c2ccc(Cl)c(S(=O)(=O)N3CCOCC3)c2)no1	-9%	8%	-13%	5%	11%	-9	0	-1%
Cc1nc2c(n1C1CCCCC1)C(=O)c1ccccc1C2=O	-4%	.	15%	-13%	5%	1	1	-10%

Single values from above:
Under EPAC2 antag, COC(=O)c1ccccc1NC(=S)NC(NC(=O)c1ccccc1[N+](=O)[O-])C(Cl)(Cl)Cl (stereo unspecified) has the entry -8%
Under EPAC2 agonist, Cc1csc(CNc2ncnc3ccc(-c4ccc5c(c4)OCO5)cc23)c1 has the entry -11%

The list goes on:
SMILES	EPAC2 antag	FUS yeast rescue	TDP-43 yeast inh	EPAC2 agonist	Abeta yeast res	DRD3 antagonist	D3 ag	aSyn rescue
Cc1ccc(S(=O)(=O)CC(=O)N2CC(C)OC(C)C2)cc1 (stereo unspecified)	8%	7%	-15%	8%	-1%	4	-3	1%
Cc1onc(-c2c(F)cccc2Cl)c1C(=O)Nc1nnc(C2CC2)s1	3%	26%	0%	-5%	-4%	-29	-6	10%
N#CCCN1CCN(S(=O)(=O)c2ccc(S(=O)(=O)NCC3CCCO3)cc2)CC1 (stereo unspecified)	12%	-3%	13%	21%	2%	0	-9	-3%
COc1cc(C(=O)NC2CC3CCCC(C2)N3C2CC2)cc(OC)c1OC (stereo unspecified)	7%	-12%	12%	-1%	9%	-11	-5	3%
CCOC(=O)c1nn2c(C(F)(F)F)cc(-c3ccc(OC)cc3)nc2c1Br	1%	-18%	8%	-10%	-13%	20	2	2%
Cn1c(N)cc(=O)[nH]c1=S	12%	.	9%	-2%	-3%	7	6	0%
COc1ccc(Cc2nc3ccccc3n2CC(=O)N/N=C/c2ccccc2)cc1OC	-1%	.	-27%	-4%	15%	12	-3	-4%
Cn1c(CNC(=O)c2ccco2)nnc1SCC(=O)c1ccc(Br)cc1	7%	11%	-16%	16%	-16%	-2	-9	-5%
CC1CCN(c2ccc(/C=C(\C#N)c3nn(-c4ccccc4)c(N)c3C#N)cc2[N+](=O)[O-])CC1	0%	14%	-6%	2%	15%	?	-5	-12%
CC(=O)c1ccc(C(=O)N2CCC(CO)(Cc3cccc(C(F)(F)F)c3)CC2)cc1	-1%	19%	-10%[0.397 µM]	-4%	-7%	23	3	3%
Cc1[nH]c(=O)c(C#N)c(C)c1CCC(=O)NCc1ccc(Cl)cc1	-3%	14%	-13%	1%	5%	-11	9	2%
CCc1cc(CNC(=O)CC2C(=O)NCCN2Cc2cccc(OC)c2)on1 (stereo unspecified)	0%	-2%	6%	4%	2%	3	0	4%
CC(=O)Nc1sc(C)c(C)c1C(=O)OCC(=O)NC(C)c1ccccc1 (stereo unspecified)	0%	7%	24%	-9%	13%	-6	5	-5%
COc1ccc(NC(=O)C2=C(C)NC(=S)NC2c2ccc(O)c(OC)c2)cc1 (stereo unspecified)	1%	20%	-2%[9.22 µM]	4%	-19%	1	1	1%
Cc1ccc(S(=O)(=O)Nc2ccc(Nc3nccn4c(-c5ccc6ccccc6c5)cnc34)cc2)cc1	-7%	?	26%	-4%	10%	0	9	2%
O=C(Nc1cccc(-c2nc3ccccc3[nH]2)c1)c1ccc(C(=O)Nc2cccc(-c3nc4ccccc4[nH]3)c2)cc1	3%	30%	7%	15%	-13%	-15	-5	-12%
CCCCC1=NN(C(=O)c2cocc2C)C(O)(C(F)(F)F)C1 (stereo unspecified)	1%	23%	-3%	-7%	26%	-8	9	1%
O=C(Nc1ccc(F)cc1)Nc1ccc2snnc2c1	.	-8%	5%	.	-10%	.	-4	0%
COc1ccc(S(=O)(=O)N2CCCC2C(=O)Nc2ccc(O)cc2)cc1 (stereo unspecified)	10%	-13%	8%	3%	1%	?	1	-1%
O=C(Nc1cccc(Br)c1)C1CCCC1	4%	-1%	23%	13%	9%	15	-2	3%
Cc1ccc(C)c(NC(=O)CCC(=O)N/N=C/c2ccc[nH]2)c1	8%	29%	-4%	11%	-3%	20	3	2%
C/C(=N\Nc1nc(-c2cc(C)ccc2C)cs1)c1cc2c(ccc3ccccc32)oc1=O	-4%	22%	4%	16%	-15%	?	-2	-4%
Nc1nonc1-n1nnc(C(=O)N/N=C/c2ccccc2O)c1CN1CCCC1	0%	6%	14%	6%	-26%	16	9	-4%
COCCNC(=S)N1CCN(c2cccc(C(F)(F)F)c2)CC1	-4%	23%	9%[9.22 µM]	1%	14%	-3	-2	-5%

High-throughput results as filed in PubChem.

These rows are one share of the data, so the mix of outcomes need not match the whole.
